RAD54 inh: inhibitors of human RAD54 branch migration; RAD54 Holliday junction branch migration, FAM/BHQ fluorescence; inhibition, % at 10.4 µM; 360,000 tested, 0.14% active;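 active = mean normalized replicate activity at least 40 and at least half of replicates scoring 40 or more; inconclusive = only one of the two criteria met; inactive = mean below 40 and under half of replicates reaching 40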;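 note: 0% = median of neutral control wells and 100% = median of positive control wells; inhibitors cause a drop in the FAM fluorescence signal; in these data hits start at about 50%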
F508del corr: correctors of CFTR F508del function in bronchial epithelial cells; CFBE cells, YFP halide quenching; stimulated with forskolin plus potentiator P3; % fluorescence drop versus neutral controls; activity (quench increase), % at 7.58 µM; 350,000 tested, 0.36% active; AID 720511;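 active = mean added fluorescence quench of at least 8% versus neutral control, with both replicates also reaching 8%; inconclusive = only one of the mean or replicate conditions met; inactive = mean below 8% and not both replicates reaching 8%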;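 note: cells transiently co-express mutant CFTR-F508del with the halide-sensitive YFP; corrector assay measuring rescue of mutant channel to the surface after 24 h compound exposure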
ARNT TACC3 PPI: disruptors of human ARNT/TACC3 interaction; inhibition, % at 9.99 µM; Q9Y6A5; 390,000 tested, 0.66% active; AlphaScreen His-ARNT PAS-B/GST-TACC3 binding, luminescence; TACC3 fragment carries E629A point mutation; AID 623870;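 active = mean inhibition of replicates at least 50% and at least half of replicates each reaching 50%; inconclusive = half or more replicates reach 50% but mean below 50%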;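 note: 0% = complete ARNT plus TACC3 wells and 100% = ARNT alone without TACC3; many hits fall short of the cut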
ERAP1 inh: ERAP1 (human) enzyme inhibition | 340,000 tested, 0.15% active | AID 652197 | Q9NZ08 | inhibition, % at 10.7 µM | recombinant ERAP1, Leu-AMC fluorescence, 60 min;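 active = mean replicate inhibition of at least 30%, or all replicates individually reaching that 30% level; inactive = mean below 30% and not every replicate reaching it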;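 note: 0% = neutral control wells and 100% = L-leucinethiol positive control wells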
Target sequence (Q9NZ08 whole entry, looked up): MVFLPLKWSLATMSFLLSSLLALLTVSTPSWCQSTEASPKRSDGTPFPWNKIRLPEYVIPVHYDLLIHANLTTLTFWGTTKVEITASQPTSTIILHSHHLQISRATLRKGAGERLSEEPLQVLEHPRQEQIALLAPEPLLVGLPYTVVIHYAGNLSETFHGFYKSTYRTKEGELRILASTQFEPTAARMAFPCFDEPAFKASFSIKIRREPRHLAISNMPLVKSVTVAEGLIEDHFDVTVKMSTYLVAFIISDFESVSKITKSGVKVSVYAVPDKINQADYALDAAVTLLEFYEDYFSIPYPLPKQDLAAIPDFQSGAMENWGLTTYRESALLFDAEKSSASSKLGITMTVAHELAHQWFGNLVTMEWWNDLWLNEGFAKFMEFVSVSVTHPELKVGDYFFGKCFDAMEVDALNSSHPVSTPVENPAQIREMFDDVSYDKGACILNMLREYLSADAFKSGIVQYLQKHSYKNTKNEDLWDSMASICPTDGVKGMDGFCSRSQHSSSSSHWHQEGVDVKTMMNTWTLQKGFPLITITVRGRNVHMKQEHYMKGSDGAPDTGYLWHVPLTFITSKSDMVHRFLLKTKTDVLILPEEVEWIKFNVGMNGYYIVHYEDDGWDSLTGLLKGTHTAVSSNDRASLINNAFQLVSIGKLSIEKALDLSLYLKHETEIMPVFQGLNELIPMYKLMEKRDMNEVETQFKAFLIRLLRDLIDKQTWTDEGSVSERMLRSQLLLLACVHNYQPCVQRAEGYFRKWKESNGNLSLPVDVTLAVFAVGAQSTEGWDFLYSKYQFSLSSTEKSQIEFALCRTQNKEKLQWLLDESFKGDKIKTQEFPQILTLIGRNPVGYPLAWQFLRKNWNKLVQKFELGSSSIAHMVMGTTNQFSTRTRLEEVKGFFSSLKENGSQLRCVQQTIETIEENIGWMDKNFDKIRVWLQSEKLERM
GSIS activator: primary screen for activators of insulin secretion dependent on glucose, INS-1E cells, GLuc reporter luminescence; AID 743287; activation, % at 16.6 µM; 370,000 tested, 0.61% active; INS-1E GLuc reporter insulin secretion, 2-3 h;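 active = lowest replicate activation of at least 40%, so every replicate reaches that level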;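 note: 0% = median of neutral control wells and 100% = median of IBMX positive control wells; some compounds called inactive have numbers as strong as hits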
esBAF inh: blocks esBAF chromatin remodeling in mouse ES cells; 350,000 tested, 2% active; AID 602393; reporter increase, % at 12.5 µM; Bmi1-luciferase knock-in reporter, 24 h; 100% = twice the neutral-well signal; in the data active = activation above about 40%; inconclusive = no clear call, values can overlap the other calls;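 note: 0% = median of the plate's neutral control wells and 100% = double that signal; a rise in the Bmi1 reporter signal indicates esBAF inhibition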
XiGFP reactiv: X-chromosome reactivation activator. 360,000 tested, 0.055% active. XiGFP mouse fibroblasts, % GFP-positive cells imaging, 3 d; cells co-treated with 5-aza-dC sensitizer; scaled so ellipticine positive control = 100%. activation, % at 7.58 µM. AID 743238;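 active = mean normalized replicate activation at least 10% and every replicate at or above 10%; inconclusive = only one of the two criteria met; inactive = mean below 10% and not all replicates reach 10%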;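 note: 0% = median of on-plate neutral control wells and 100% = ellipticine 6 µM median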
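Material: SV40-immortalized XiGFP fibroblast cells, line 68-5-11 | Buffer or medium: DMEM containing 5-aza-dC | Dosing: One concentration, pinned | Times: 3 d treatment, 15 min room-temperature fixation | Controls: Ellipticine 6 µM positive control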
RAD52 inh: inhibitors of human RAD52 DNA annealing; recombinant RAD52 DNA annealing, FRET fluorescence; inhibition, % at 18.7 µM; 360,000 tested, 0.46% active; AID 651710;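 active = every replicate showing at least 50% inhibition; inconclusive = mean inhibition at least 50% but not in every replicate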
* = called active by the depositor; ? = inconclusive; . = no result given; & = joins results of further samples.

SMILES | RAD54 inh | F508del corr | ARNT TACC3 PPI | ERAP1 inh | GSIS activator | esBAF inh | XiGFP reactiv | RAD52 inh
CCOCCCNC(=O)C(NC(=O)Cc1cccs1)c1ccc(OC)cc1 (stereo not given) | . | 4.6 | -18 | 0 | 6 | . | -0.1 | -13
O=C(NNC(=O)c1cccc(S(=O)(=O)Nc2ccc(Cl)cc2)c1)c1ccc(=O)[nH]c1 | -5 | -2.1 | -20 | 3 | 0 | -2 | -0.1 | -9
CCCCn1c(N)c(N(CCC(C)C)C(=O)c2ccc(C)c(S(=O)(=O)N3CCOCC3)c2)c(=O)[nH]c1=O | . | -2.3 | -15 | 1 | 22 | -5 | 0.0 | -3
Cc1ccc([C@H]2C[C@H](O)[C@@H](n3cc(COC(=O)c4ccccc4)nn3)CN2C(=O)c2cccs2)cc1 | . | -2.3 | . | 0 | -3 | 5 | 0.0 | -4
CN(C)c1nc2c(N)ncnc2n1[C@H]1O[C@@H](CO)[C@H](O)[C@@H]1O | -1 | -1.3 | -4 | -6 | 3 | -6 | 0.0 | -8
CCS(=O)(=O)N1CCC(C(=O)NCc2ccc(OC)cc2)CC1 | 8 | -1.0 | -5 | 1 | . | -6 | 0.0 | 4
Cc1cccc(NC(=O)CNCC(=O)Nc2cccc(C)c2C)c1C | 5 | 1.3 | 11 | -4 | -4 | 2 | 0.0 | -10
CC(C)NC(=O)N(C)C[C@@H]1OCc2ccccc2-c2ccccc2C(=O)N([C@@H](C)CO)C[C@H]1C | 0 | -2.4 | 6 | 1 | 3 | -2 | -0.1 | 6
COc1ccc(CC(=O)Nc2sccc2C#N)cc1S(=O)(=O)N1CCOCC1 | -4 | -0.1 | -17 | -2 | -5 | 2 | 0.1 | -9
O=C(CN1CCN(C(=O)c2ccco2)CC1)Nc1cccc([N+](=O)[O-])c1 | . | -1.8 | 0 | 7 | -11 | . | 0.1 | -1
O=C1c2ccc3c4c(ccc(c24)C(=O)N1c1ccc(O)cc1)C(=O)N(c1ccc(O)cc1)C3=O | . | 2.0 | -5 | 6 | 0 | . | 0.0 | -10
O=C(Nc1cccc(C(F)(F)F)c1)OCCN1CCN(Cc2ccccc2)CCC1=O | -5 | 5.6 | -2 | 1 | -38 | . | 0.0 | -8
CCn1cc(C(=O)NCCCOC(C)C)c(=O)c2cc(S(=O)(=O)N3CCCC3)ccc21 | -9 | -3.8 | . | 0 | 14 | -5 | 0.3 | -6
O=[N+]([O-])c1cccnc1Sc1ccc(Br)cc1 | . | -0.1 | 8 | . | -10 | . | 0.0 | -19
C[C@@H]1CCCCO[C@H](CN(C)C(=O)NC2CCCCC2)[C@H](C)CN([C@H](C)CO)C(=O)c2cc(NC(=O)Nc3ccc(C(F)(F)F)cc3)ccc2O1 | 0 | 5.7 | 0 | -4 | 13 | 3 | 0.2 | -23
C=CCNC(=O)C(=O)N/N=C/c1ccco1 | . | . | 1 | 2 | 6 | . | 0.0 | -5
O=C(C[C@H]1CC[C@H](NC(=O)Cc2cccnc2)[C@@H](CO)O1)Nc1ccccc1 | . | -4.1 | . | -4 | 3 | . | -0.2 | -3
CC(=O)N1[C@@H]2Cn3c(ccc(C4=CCCC4)c3=O)[C@H]1[C@@H](C(=O)NCc1ccccc1)[C@@H]2CO | 15 | -0.9 | 5 | -2 | 5 | 5 | -0.1 | -18
Cc1nn(C(C)C(=O)NC2CCC(C)CC2)c(=O)c2nn(-c3ccccc3)c(C)c12 (stereo not given) | 4 | 0.5 | 1 | -1 | 5 | 27 | 0.0 | -10
CC(=O)c1c(C)oc2ccc(N(C(=O)c3ccncc3)S(=O)(=O)c3ccccc3)cc12 | 6 | 1.0 | -8 | 2 | -6 | 2 | 0.5 | -4
CCOC(=O)c1cccc(NC(=O)CN2C(=O)C3CC=CCC3C2=O)c1 (stereo not given) | 13 | -2.0 | -1 | 3 | -9 | . | 0.0 | -24
Cc1noc(C)c1S(=O)(=O)Nc1cccc2c1O[C@@H](CN(C)CC1CCCCC1)[C@@H](C)CN([C@H](C)CO)C2=O | -5 | -2.6 | -6 | 0 | -1 | 1 | -0.5 | -9
CN(C)C(=O)c1cccc(-c2ccc([C@@H]3[C@H]4CN(Cc5cccnc5)CCCCN4[C@H]3CO)cc2)c1 | 0 | 0.3 | -2 | 0 | -4 | . | 0.0 | -14
Cc1ccc(-c2n[nH]c(S(C)(=O)=O)c2C#N)cc1 | . | 0.9 | -11 | 3 | 10 | . | 0.3 | -6
COc1cccc(-n2c(CN3CCN(c4ccccn4)CC3)nc3ccc([N+](=O)[O-])cc3c2=O)c1 | 5 | -2.7 | 5 | 0 | . | -15 | -0.1 | -6
Cc1ccc(C)c(N2CCN(C(=O)c3ccc(CS(=O)Cc4cccc(Cl)c4)o3)CC2)c1 (stereo not given) | 5 | 1.6 | 7 | 2 | -56 | -4 | 0.1 | -12
CO[C@H]1CN(C)C(=O)c2cccc(C#N)c2OCC[C@@H]2CC[C@@H](OC)[C@H](CN(C)C(=O)[C@H]1C)O2 | 1 | . | -1 | -3 | 12 | 3 | 0.3 | -8
Cc1ccccc1CNC(=O)CN1C(=O)c2ccccc2S1(=O)=O | . | -3.0 | -2 | -7 | 19 | 5 | 0.0 | -8
Cn1cnc(S(=O)(=O)Nc2ccccc2C(=O)NCC2CC2)c1 | . | -0.9 | -3 | -2 | -7 | . | 0.4 | -15
Cc1cc2nc(-c3ccc(F)cc3)c(CC(C)(C)C)n2c(C)c1Br | -1 | 4.2 | . | . | 2 | 8 | -0.2 | -6

2 neighbouring compounds out of the list so far:
SMILES | RAD54 inh | F508del corr | ARNT TACC3 PPI | ERAP1 inh | GSIS activator | esBAF inh | XiGFP reactiv | RAD52 inh
C=CCNC(=O)C(=O)N/N=C/c1ccco1 | . | . | 1 | 2 | 6 | . | 0.0 | -5
O=C(C[C@H]1CC[C@H](NC(=O)Cc2cccnc2)[C@@H](CO)O1)Nc1ccccc1 | . | -4.1 | . | -4 | 3 | . | -0.2 | -3

Other entries.
SMILES | RAD54 inh | F508del corr | ARNT TACC3 PPI | ERAP1 inh | GSIS activator | esBAF inh | XiGFP reactiv | RAD52 inh
COc1ccc([N+](=O)[O-])cc1N(CC(O)CN(C)C)S(=O)(=O)c1ccccc1 (stereo not given) | -1 | -4.1 | -5 | 0 | 5 | -6 | 0.0 | -5
CCC(=O)Nc1nnc(/C=C/c2ccccc2)s1 | 13 | 0.7 | 5 | 1 | 3 | 61* | -0.1 | -8
CCCCCOc1ccc(N2C(=O)C(C)CNC2=S)cc1 (stereo not given) | . | -2.5 | . | 1 | -6 | . | 0.2 | 4
CC(C)(C)NC(=O)NC(=O)COC(=O)Cc1ccc(Cl)cc1Cl | . | 1.3 | -5 | -5 | -48 | . | 0.0 | -8
O=C(Cc1ccccn1)N[C@@H]1C=C[C@H](CC(=O)N2CCCCC2)O[C@H]1CO | -3 | 1.7 | -5 | -1 | 1 | 3 | 0.6 | 8
C[C@H]1NC(=O)[C@]2(C)[C@@H](c3ccccc3)[C@H]3COc4ccccc4[C@H]3N2C1=O | 1 | 2.1 | 0 | -2 | -10 | 6 | 0.1 | -9
CC1=C(C(=O)Nc2cccc(C(=O)NC3CCCCC3C)c2)SCCO1 (stereo not given) | -6 | -2.7 | 1 | 0 | -7 | 1 | 0.0 | -7
O=C1CC2(CCN(C(=O)c3ccccc3Cl)CC2)Oc2ccccc21 | -7 | 2.2 | -1 | -8 | -10 | 1 | -0.1 | 1
O=C(Nc1cccc2c1CCCC2)c1ccncc1 | 3 | 2.3 | . | -3 | . | -3 | . | 3
CN(CC(=O)Nc1ccc(F)cc1)C(=O)c1cn(-c2ccccc2)nc1-c1cccs1 | 2 | 4.1 | -10 | 0 | -71 | 1 | 0.2 | -10
O=C(NC(CCl)c1ccccc1)c1ccc(Cl)cc1 (stereo not given) | 8 | 0.7 | -3 | 8 | 15 | -1 | 0.0 | -7
FC(F)(F)c1ccc(-c2cccc3c2C2CC3CCN2C(=S)NCCc2ccccc2)cc1 (stereo not given) | 6 | 0.7 | . | 7 | 5 | -1 | 0.1 | -4
C[C@@H]1CN([C@@H](C)CO)C(=O)CCCn2nncc2CO[C@H]1CN(C)S(=O)(=O)c1ccc2c(c1)OCCCO2 | -3&3 | -0.5&0.5 | -4 | -4&-2 | -3&5 | -4&2 | 0.0&0.0 | -2&8
O=c1cc(CN2CCc3ccccc3C2)nc2sccn12 | 0 | . | . | . | 12 | 7 | 0.0 | .
Cn1c2ccccc2c2cc(C(=O)OCC(=O)N3CC(=O)Nc4ccccc43)sc21 | 1 | . | 3 | . | -25 | 18 | . | .
COc1cc(C(=O)NNC(=O)Nc2ccc([N+](=O)[O-])cc2)cc(OC)c1OC | -1 | 2.7 | 5 | -1 | 1 | 2 | 0.0 | -7
COc1ccc(NS(=O)(=O)c2ccc(C)c(C(=O)N3CCC3)c2)cc1 | -1 | -0.7 | -1 | 3 | -7 | 3 | 0.0 | 8
CC(=O)[C@@]1(O)CC[C@H]2[C@@H]3C[C@H](C)C4=CC(=O)C=C[C@]4(C)[C@@]3(F)[C@@H](O)C[C@@]21C | -1 | -5.2 | -2 | -1 | -6 | -3 | -0.3 | -4
Cc1cc(C)c(C2C(C#N)=C(N)Oc3n[nH]c(C)c32)cc1CN1CCOCC1 (stereo not given) | . | 0.7 | -4 | 3 | -21 | . | . | -19
COc1ccc2c3c(n(C)c2c1)[C@@H](CO)N(C(=O)C1CCOCC1)CC31CCN(Cc2cccc(F)c2)CC1 | . | ? | . | 0 | -24 | . | 0.0 | 8
NS(=O)(=O)c1cc(C(=O)OCC(=O)N2CCc3ccccc3C2)ccc1Cl | -3 | -2.7 | 6 | 1 | -7 | 0 | 0.1 | -10
C[C@@H]1CN([C@H](C)CO)C(=O)c2cc(NC(=O)Nc3ccc(C(F)(F)F)cc3)ccc2O[C@@H](C)CCCCO[C@H]1CN(C)S(=O)(=O)c1ccccc1 | -2 | 1.6 | -4 | 1 | 15 | 1 | 0.1 | -16
COc1ccc(-n2c(C)nnc2SCC(=O)N2C(C)CCCC2C)cc1 (stereo not given) | 4 | 1.8 | -5 | 0 | -6 | 1 | . | -9
COc1ccc(/C=N/NC(=O)c2ccccc2O)cc1COc1ccccn1 | 3 | -0.2 | -12 | 1 | 1 | -6 | 0.1 | 4
COc1ccc(-c2nc3ccccc3o2)cc1OC | -3 | 2.6 | -4 | 3 | 17 | 3 | 0.0 | -14
Cc1cccc(S(=O)(=O)N(C)C[C@H]2OCc3cn(nn3)CCCC(=O)N([C@@H](C)CO)C[C@@H]2C)c1 | -6&4&9 | 1.7&-1.7&0.1 | 1&-7 | -3&1&-3 | 4&1 | -4&-1&1 | 0.6&-0.4 | 7&16&4
COCC(C)n1c(C)cc(C(=O)COc2ccc(C)nc2[N+](=O)[O-])c1C (stereo not given) | . | 2.6 | -2 | 0 | -8 | . | -0.1 | -15
O=C(CCC1CCCC1)c1c(O)c2ccccc2oc1=O | -6 | 2.4 | 2 | 7 | . | 13 | 0.1 | -7
O=C(COC(=O)c1ccc(OC(F)(F)F)cc1)Nc1ncccn1 | 3 | -2.5 | 21 | -2 | 1 | -8 | -0.1 | -19
O=C(c1cncs1)N1CCCC(CNS(=O)(=O)c2cccs2)C1 (stereo not given) | . | 0.5 | -1 | -1 | -1 | . | -0.1 | 0

Assay outcomes from PubChem BioAssay.
